# Source: PubChem BioAssay
# HTR5A inv ag: HTR5A inverse agonism, opioid heterodimer counter-screen | P47898 | inhibition, % at 9.3 µM | AID 504634 | hit rate 0.083% among 340,000 | HTR5A cell line, luminescence; in the data active = inhibition mostly above about 23%, no sharp cut-off; inactive = mostly below about 18%;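 note: 0% = cells with DMSO and 100% = no-cell wells with DMSO; some compounds called inactive have numbers as strong as hits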
# Target sequence (P47898 whole entry, looked up): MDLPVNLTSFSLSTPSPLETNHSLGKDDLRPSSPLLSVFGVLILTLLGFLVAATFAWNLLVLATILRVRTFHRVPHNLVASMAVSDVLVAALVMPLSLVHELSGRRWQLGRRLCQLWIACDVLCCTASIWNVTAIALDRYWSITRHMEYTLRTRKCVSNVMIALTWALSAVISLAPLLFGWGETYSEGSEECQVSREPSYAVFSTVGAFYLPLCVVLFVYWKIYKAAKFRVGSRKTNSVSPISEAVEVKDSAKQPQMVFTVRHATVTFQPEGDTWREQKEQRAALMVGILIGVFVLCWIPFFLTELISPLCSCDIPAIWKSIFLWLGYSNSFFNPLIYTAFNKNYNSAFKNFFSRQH
# C-LANA FP: blocks KSHV LANA C-terminal domain binding to DNA; inhibition, % at 9 µM; hit rate 0.078% among 340,000; MBP-C-LANA/FAM-LBS DNA binding, fluorescence polarization;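 active = highest replicate inhibition at or above 60% at 9 µM, even if other replicates fall short; inactive = all replicates below 60% inhibition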;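 note: 0% = neutral control wells and 100% = 4 µM acridine orange control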
# Keap1-Nrf2 PPI: Keap1-Nrf2 (human) interaction inhibition; hit rate 0.15% among 340,000; inhibition, % at 9.4 µM; Q14145; Keap1 Kelch-Nrf2 peptide fluorescence polarization, 1536-well; in the data active = inhibition above about 12%;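 note: human Keap1 Kelch domain with fluorescein labeled Nrf2 9mer peptide probe; 0% = neutral control wells and 100% = peptide positive control; higher means more block of Keap1 binding to Nrf2 peptide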
# Target sequence (Q14145 whole entry, looked up, the tested form may be a part): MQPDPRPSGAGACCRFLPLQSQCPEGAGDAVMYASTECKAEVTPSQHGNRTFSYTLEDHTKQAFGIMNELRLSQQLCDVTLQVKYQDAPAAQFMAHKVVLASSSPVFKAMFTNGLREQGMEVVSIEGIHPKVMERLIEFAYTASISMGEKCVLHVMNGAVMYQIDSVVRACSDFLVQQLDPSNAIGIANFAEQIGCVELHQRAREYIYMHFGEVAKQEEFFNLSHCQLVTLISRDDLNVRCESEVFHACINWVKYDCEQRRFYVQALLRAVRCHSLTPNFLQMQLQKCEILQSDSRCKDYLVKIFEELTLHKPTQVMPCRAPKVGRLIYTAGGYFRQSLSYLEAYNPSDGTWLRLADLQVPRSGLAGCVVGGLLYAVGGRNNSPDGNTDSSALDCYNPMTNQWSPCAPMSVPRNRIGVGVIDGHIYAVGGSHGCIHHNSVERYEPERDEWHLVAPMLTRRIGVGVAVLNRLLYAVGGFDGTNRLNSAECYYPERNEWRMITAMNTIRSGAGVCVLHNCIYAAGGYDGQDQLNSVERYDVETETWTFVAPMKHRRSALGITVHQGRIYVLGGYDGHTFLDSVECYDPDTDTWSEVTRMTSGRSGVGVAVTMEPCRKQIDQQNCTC
# HTR5A ag ctr: activates human HTR5A in OPRM1-OPRD1 agonist counter-screen; P47898; AID 504692; HTR5A agonist assay, luminescence, cell-based; hit rate 0.61% among 340,000; activation, % at 9.3 µM; in the data active = activation mostly above about 9.5%, no sharp cut-off; inactive = mostly below about 7.6%;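 note: 0% = cells with vehicle only and 100% = reference agonist; strong numbers were not always called active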
# Cardiac RTF inh: cardiac RTF calcium desensitization | IANBD-labeled cardiac RTF, Ca2+ fluorescence | inhibition, % at 7.15 µM | hit rate 0.12% among 340,000 | AID 493244;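 active = inhibition above the mean inhibition of all tested compounds plus 3 SD, cut at about 17% in these data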;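 note: assay run at fixed EC70 calcium of 1.6 mM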
# cardiac RTF act: increases calcium sensitivity of human cardiac regulated thin filaments. P19429+P45379. IANBD-labeled TnC RTF fluorescence at EC20 calcium; 0% EC20 calcium, 100% full calcium. activation, % at 7.2 µM. hit rate 0.24% among 340,000. AID 493008;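 active = activation above the mean over all tested compounds plus 3 SD, cut at about 30% in these data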;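 note: rise in fluorescence read as greater calcium sensitivity of cardiac thin filaments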
# MOR-DOR ag: OPRM1-OPRD1 heterodimerization agonism | P35372+P41143 | cells, luminescence | activation, % at 9.3 µM | hit rate 0.3% among 340,000 | AID 504326; in the data active = activation above about 18%;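 note: 0% = vehicle-treated cells and 100% = reference agonist; values of inactives mirror those of a sister screen read the other way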
# V-ATPase pH: yeast V-ATPase proton transport regulation by pHLuorin; response, % at 10 µM; S. cerevisiae, pHLuorin cytosolic pH fluorescence; hit rate 0.37% among 350,000; AID 504577; in the data active = response mostly above about 7.3%, no sharp cut-off; inactive = mostly below about 5.4%; note: actives read high; inactives centre near 0; some compounds called inactive have numbers as strong as hits; reference of the scale not given here
# CAL-PDZ inh HTS: blocks peptide binding to the human CAL PDZ domain; Q9HD26; purified CAL PDZ, TMR-peptide fluorescence polarization, 1 h; inhibition, % at 24.9 µM; hit rate 0.92% among 300,000; AID 602252;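 active = mean inhibition of at least 30% with at least half of replicates also reaching 30%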;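 note: 0% = DMSO neutral control and 100% = excess unlabeled competitor peptide PRC23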
# MOR-DOR inv ag: mu-delta opioid heterodimer inverse agonism | P35372+P41143 | cell-based MOR-DOR heterodimer luminescence | inhibition, % at 9.3 µM | hit rate 0.21% among 340,000 | AID 504357; in the data active = inhibition above about 22%, passing the limit was not always enough;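 note: 0% = cells with DMSO and 100% = wells without cells with DMSO; values of inactives mirror those of a sister screen read the other way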
# Numbers without * were called inactive; . = not tested or not shown.
SMILES,HTR5A inv ag,C-LANA FP,Keap1-Nrf2 PPI,HTR5A ag ctr,Cardiac RTF inh,cardiac RTF act,MOR-DOR ag,V-ATPase pH,CAL-PDZ inh HTS,MOR-DOR inv ag
CC(OC(=O)CCN1C(=O)C2CC=CCC2C1=O)C(=O)Nc1cccc(Cl)c1 (stereo unspecified),9.3,-1.0,-2.9,-3.4,-2.3,-2.2,-1.2,2.6,-2.3,7.6
Cn1c(SCC(=O)NC2CCCCC2)nnc1-c1ccccn1,9.9,0.8,4.5,0.7,-6.6,-0.2,-2.2,0.8,-3.1,15.5
O=S(=O)(c1cccc2nsnc12)N1CCN(c2ccccc2F)CC1,-5.4,1.4,-4.1,2.0,-11.1,6.2,0.0,-0.4,0.0,0.1
CCCS(=O)(=O)NCCc1cc2cc(C)c(C)cc2[nH]c1=O,-25.4,-0.2,-0.6,7.1,-3.0,-2.7,-0.5,-0.7,.,2.0
O=C(NCC1CCCO1)c1ccccc1 (stereo unspecified),10.7,-2.0,-6.2,0.9,-2.1,-1.8,-1.3,1.3,-1.7,7.0
CCc1ccc([C@@H]2C[C@H]3CN(Cc4ccccc4OC)C(=O)[C@]34CCCN24)cc1,12.7,1.3,-0.6,-4.7,55.3*,0.9,-0.9,-3.0,3.1,6.3
CN(Cc1ccccc1)C(=O)COc1ccc(N(C)S(=O)(=O)c2ccc(F)cc2)cc1,-6.8,-14.7,-0.6,2.2,-4.2,2.9,-2.9,4.5,2.2,15.2
COC(=O)c1ccc(N2C(=O)CC(N(C)CCc3ccc(OC)c(OC)c3)C2=O)cc1 (stereo unspecified),-3.0,0.4,-1.7,1.1,-5.7,0.9,-0.6,2.4,-1.9,3.3
Fc1cccc(-c2nn[nH]n2)c1,9.7,1.2,-6.1,-4.4,-0.1,-2.4,-2.8,3.5,2.2,14.0
CC(C)CC(=O)/C(=C\c1ccc(Cl)cc1Cl)n1cncn1,2.0,1.4,-16.0,8.1,-4.7,-4.3,2.0,2.2,-1.5,-13.6
Cc1cccc(Nc2nc(N)nc(CSC(=S)N3CCOCC3)n2)c1,-4.8,-2.8,-4.5,8.2,-6.2,9.3,0.2,-1.5,2.0,-1.0
O=C(O)c1ccc(-c2ccc(/C=C3\NC(=O)N(Cc4ccc(Cl)cc4)C3=O)o2)cc1,5.7,4.8,-3.5,3.9,1.4,0.3,0.6,1.0,-0.6,-3.3
N#CCc1nn2c3c(cnc2c1C#N)C(=O)CCC3,-3.5,0.3,-3.7,1.3,-15.3,10.9,0.9,1.8,4.4,-4.1
Cc1cc(Cn2nc(C(=O)NCc3cccc(C(F)(F)F)c3)cc2-c2ccccc2)on1,11.6,0.7,-3.7,-5.2,-2.6,-5.6,-0.1,-2.8,1.1,0.8
COc1cccc(C2C3=C(CC(C)(C)CC3=O)OC(N)=C2[N+](=O)[O-])c1 (stereo unspecified),-15.9,0.7,-1.7,6.1,-11.1,2.9,1.3,-0.9,-0.8,-7.8
COc1cccc(OC)c1NC(=O)C1CCCN1C(=O)Nc1ccccc1Cl (stereo unspecified),8.4,0.0,2.5,-2.8,3.2,-1.5,0.7,-0.4,-0.6,-5.8
CC(NC(=O)c1cc(-c2cccnc2)nc2ccc(Br)cc12)C1CCCO1 (stereo unspecified),-35.0,1.4,-2.0,-1.1,5.0,-0.8,-4.2,0.9,-2.9,21.6
COc1ccc(Cl)cc1S(=O)(=O)N1CCCc2ccccc21,-14.3,-0.2,0.8,1.7,0.2,-6.7,-1.0,-3.2,11.8,5.2
Cc1ccc(S(=O)(=O)N2CCCCC2)cc1NC(=O)CSc1nnc(N)s1,13.5,-1.7,0.9,-5.5,-6.8,-4.5,-1.5,-0.7,-2.4,7.8
O=C(O)CC(C(=O)OC1CCCCC1)N1CCOCC1 (stereo unspecified),8.2,0.0,1.0,0.1,-2.4,4.2,-3.2,1.6,0.3,18.7

# Profiles as entered above. Order of values: HTR5A inv ag | C-LANA FP | Keap1-Nrf2 PPI | HTR5A ag ctr | Cardiac RTF inh | cardiac RTF act | MOR-DOR ag | V-ATPase pH | CAL-PDZ inh HTS | MOR-DOR inv ag
# Results for `Cc1ccc(S(=O)(=O)N2CCCCC2)cc1NC(=O)CSc1nnc(N)s1` : 13.5 | -1.7 | 0.9 | -5.5 | -6.8 | -4.5 | -1.5 | -0.7 | -2.4 | 7.8
# Results for `COc1ccc(Cl)cc1S(=O)(=O)N1CCCc2ccccc21` : -14.3 | -0.2 | 0.8 | 1.7 | 0.2 | -6.7 | -1.0 | -3.2 | 11.8 | 5.2

# Carrying on:
SMILES,HTR5A inv ag,C-LANA FP,Keap1-Nrf2 PPI,HTR5A ag ctr,Cardiac RTF inh,cardiac RTF act,MOR-DOR ag,V-ATPase pH,CAL-PDZ inh HTS,MOR-DOR inv ag
S=c1[nH]nc(Cc2ccccc2)n1-c1ccc(Cl)cc1,-7.5,0.3,0.8,3.0,-2.8,-3.9,-2.0,-0.5,-1.7,9.9
COC(=O)C1CCCN1C(=O)C12CC3CC(CC(C3)C1)C2 (stereo unspecified),-18.5,0.5,3.5,10.7,-16.9,4.2,-0.5,10.1,.,2.5
O=C(NCC1CCCO1)C1c2ccccc2C(=O)N1Cc1ccc2c(c1)OCO2 (stereo unspecified),12.9,-2.5,-4.0,-5.4,-5.6,-0.7,-3.6,6.2,-0.8,14.9
C#CCOCCOCCOCCNc1nc(N2CCN(C(=O)CCCCCCCCCCNC(=O)[C@H]([C@@H](C)CC)n3cc(CCCCCN)nn3)CC2)nc(N2CCN(C(=O)CCCCCCCCCCNC(=O)[C@H]([C@@H](C)CC)n3cc(CCCCN=C(N)N)nn3)CC2)n1,-35.1,-2.9,-10.0,1.5,2.3,6.2,14.4,2.5,-2.6,-77.5
CCN(CC)S(=O)(=O)c1ccc(N2CCOCC2)c(NC(=O)c2nn(C)c(=O)c3ccccc23)c1,11.6,0.5,-5.6,-1.0,3.5,-1.7,-1.5,1.1,8.0,5.9
COc1ccc(NC(=O)c2cc(CN3C(=O)c4ccccc4C3=O)ccc2OC)cn1,-14.4,2.1,-1.2,-2.4,-8.9,-11.5,-1.4,-4.5,-1.8,8.3
CCOc1ccc(NC(=O)c2ccc3[nH]c(=O)c(=O)[nH]c3c2)cc1,2.4,-1.4,-8.1,-2.6,-1.3,3.5,-3.4,-0.4,.,17.6
NS(=O)(=O)c1cc(C(=O)OCC(=O)Nc2ccc(N3CCCCC3)cc2)ccc1Cl,-21.9,0.5,-0.1,1.7,-9.7,3.6,-0.5,2.1,1.3,2.6
O=c1[nH]c2ccc(NC(=S)NCCc3ccccc3)cc2[nH]1,0.0,1.0,-1.6,0.0,3.4,-2.4,-1.8,1.1,-2.0,9.7
O=C(O)CN1C(=O)/C(=C/c2ccsc2)SC1=S,.,-0.7,-6.8,.,.,.,.,-1.7,3.9,.
CC(C)Cn1c(N)c(C(=O)CSc2nnc(-c3ccco3)n2C)c(=O)n(C)c1=O,-22.7,.,68.4*,6.3,-16.0,12.9,-0.7,0.9,.,3.5
O=C(CN1CCCCC1)Nc1ccc(NC(=O)c2ccccc2Cl)cc1Cl,2.9,3.0,-0.2,2.1,-4.2,-15.6,1.6,-3.7,-1.5,-8.3
CC(C)C[C@@H](CN1CCCC1CN1C(=S)NC[C@@H]1Cc1ccc(O)cc1)N1C[C@H](Cc2ccccc2)N(CC2CCCCCC2)C1=S (stereo partly specified),6.6,-1.0,-2.6,-1.9,-7.3,-6.2,1.0,-2.6,-4.8,-4.6
O=C(CN1C(=O)/C(=C\c2cccs2)SC1=S)Nc1cccc(C(=O)O)c1,11.4,-2.5,-2.7,-4.0,-0.2,-2.3,1.3,4.6,-3.1,-7.3
CC1=C(C(=O)OC2CCCC2)C(c2coc3ccccc3c2=O)C2=C(CC(C)(C)CC2=O)N1 (stereo unspecified),8.5,-0.4,-0.6,-5.2,-22.4,0.7,0.9,2.0,11.3,-4.6
Cc1cc(C)c(C)c(OCCN2CC(C)OC(C)C2)c1 (stereo unspecified),-13.0,0.0,-3.4,0.5,5.3,-1.5,-0.9,1.3,3.5,4.8
O=C(CSc1nc(-c2ccccc2)cc(=O)[nH]1)Nc1ccccc1,0.4,0.3,-4.9,-0.1,-10.5,2.0,-2.7,2.2,-12.1,15.8
C/C(=N\NC(=O)c1ccc(C)cc1C)c1ccc(-n2ccnc2)cc1,-1.4,-0.9,-1.0,0.2,-0.2,6.8,-1.6,0.3,-2.6,10.7
C/C(CC(=O)Nc1ccccc1-c1ccccc1)=N\NC(=O)COc1ccc(C)cc1Br,-14.2,-1.0,-0.5,-3.7,-14.3,1.7,0.5,2.2,-2.1,-3.1
Nc1ncnc2c1ncn2[C@@H]1O[C@H](CNCc2ccc(-n3cccn3)cc2)[C@@H](O)[C@H]1O,12.9,-0.5,2.9,-3.5,2.1,-3.0,-3.0,0.2,-2.8,13.9
Cc1ccc(OCCC(=O)OCC(=O)N2c3ccccc3CC2C)cc1 (stereo unspecified),-17.8,2.5,-4.1,4.9,1.7,-0.4,2.0,-2.8,-2.3,-10.6
O=C(NCCC1=CCCCC1)C(c1ccccc1)c1ccccc1,6.5,-0.3,-1.9,-2.3,-1.7,-2.7,2.1,0.8,-2.7,-11.3
Cc1ccccc1Cn1cnc2ccccc21,-6.7,-0.1,1.8,2.4,-1.0,1.1,-3.0,-3.9,6.9,14.8
COc1cc2[nH]c3ccccc3c2cc1C,11.2,3.0,-2.2,-5.2,0.5,12.1,-0.8,-3.4,-1.6,3.8
CC(=O)NC12CC3CC(C1)CC(C(=O)N(C)CC(=O)Nc1cccc(F)c1)(C3)C2,0.6,-2.1,-5.9,-0.2,-1.8,6.2,-2.1,5.4,-2.2,8.5
CCOc1ccc(C(C(=O)NC2CCCCC2)N(C(=O)Cc2cccs2)c2ccc(-n3cnnn3)c(OC)c2)cc1 (stereo unspecified),5.3,2.2,-10.3,2.8,0.6,16.6,-0.4,-1.8,-3.5,2.1
O=C(CNC(=O)c1ccc(Br)o1)Nc1ccc(N2CCCCCC2)cc1,4.2,1.8,-4.8,-0.2,-4.2,3.2,1.2,-0.9,-4.8,-7.7
O=C(O)/C=C\C(=O)Nc1cccc(C(=O)Nc2cccc(O)c2)c1,-3.3,-2.9,-4.1,1.3,5.3,-0.1,-1.9,5.7,1.1,11.1
Cc1occc1C(=O)Nc1nnc(C(F)(F)F)s1,8.9,13.9,-1.5,-1.2,-1.6,-1.3,0.4,-2.8,3.1,-2.1
CC(NS(=O)(=O)c1ccc2c(c1)oc(=O)n2C)c1ccccc1 (stereo unspecified),13.8,1.3,-1.7,-5.4,-3.2,1.6,1.3,0.3,0.3,-5.2
COc1ccc(NC(=O)CSc2nc(NS(=O)(=O)c3ccccc3)cc(=O)[nH]2)cc1,-12.4,1.3,-0.6,-3.6,-3.6,6.8,-0.1,4.6,-3.7,0.8
Cn1c(=O)c2cc(S(=O)(=O)NCCC(=O)Nc3ccccc3F)ccc2n(C)c1=O,-9.8,0.4,-0.2,3.0,-9.9,-1.8,-2.2,1.9,1.3,11.8
Cc1ccc(CNC(=O)CC2Sc3ccccc3NC2=O)cc1 (stereo unspecified),5.2,0.9,0.3,-2.0,-0.4,-7.2,-1.0,7.3,-3.0,5.1
COc1ccccc1/C=N/n1c(N)c(S(=O)(=O)c2cccs2)c2nc3ccccc3nc21,2.5,-3.3,-5.3,3.0,0.6,-2.7,-0.2,4.7,-2.0,0.8
CC(=O)Nc1ccc(S(=O)(=O)NCC(=O)OCC(=O)N2CCCc3ccccc32)cc1,1.4,-0.5,-3.9,4.8,2.2,1.1,-1.9,3.3,-1.6,10.2
